Bioassay records deposited in PubChem BioAssay by National Center for Advancing Translational Sciences (NCATS).
KCNH2 3.1 inh – inhibitors of human KCNH2 3.1 potassium channel isoform; AID 720553; 0.95% of 340,000 active; U2OS KCNH2 3.1, thallium flux FluxOr; hits give low values; activity change, % (tested at about 1.8 µM);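 active = maximum activity change below -70%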;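 note: thallium influx rate constant from kinetic fluorescence after stimulation buffer; % is set by controls: 0 for no effect and ±100 for the full control effect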
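Kinetic fluorescence (2 min after stimulation buffer) measures Tl+ influx through KCNH2 3.1 expressed by viral transduction in U2OS cells; the rate constant is normalized against DMSO controls serving as positive and negative references.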
hERG WT inh – KCNH2 (human, wildtype) channel inhibition. U2OS, BacMam KCNH2, thallium flux FluxOr; hits give low values. activity change, % at 1.84 µM. 0.37% of 340,000 active;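 active = maximum activity change below -70%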; note: % is set by controls: 0 for no effect and ±100 for the full control effect
Target sequence (Q12809 whole entry, looked up): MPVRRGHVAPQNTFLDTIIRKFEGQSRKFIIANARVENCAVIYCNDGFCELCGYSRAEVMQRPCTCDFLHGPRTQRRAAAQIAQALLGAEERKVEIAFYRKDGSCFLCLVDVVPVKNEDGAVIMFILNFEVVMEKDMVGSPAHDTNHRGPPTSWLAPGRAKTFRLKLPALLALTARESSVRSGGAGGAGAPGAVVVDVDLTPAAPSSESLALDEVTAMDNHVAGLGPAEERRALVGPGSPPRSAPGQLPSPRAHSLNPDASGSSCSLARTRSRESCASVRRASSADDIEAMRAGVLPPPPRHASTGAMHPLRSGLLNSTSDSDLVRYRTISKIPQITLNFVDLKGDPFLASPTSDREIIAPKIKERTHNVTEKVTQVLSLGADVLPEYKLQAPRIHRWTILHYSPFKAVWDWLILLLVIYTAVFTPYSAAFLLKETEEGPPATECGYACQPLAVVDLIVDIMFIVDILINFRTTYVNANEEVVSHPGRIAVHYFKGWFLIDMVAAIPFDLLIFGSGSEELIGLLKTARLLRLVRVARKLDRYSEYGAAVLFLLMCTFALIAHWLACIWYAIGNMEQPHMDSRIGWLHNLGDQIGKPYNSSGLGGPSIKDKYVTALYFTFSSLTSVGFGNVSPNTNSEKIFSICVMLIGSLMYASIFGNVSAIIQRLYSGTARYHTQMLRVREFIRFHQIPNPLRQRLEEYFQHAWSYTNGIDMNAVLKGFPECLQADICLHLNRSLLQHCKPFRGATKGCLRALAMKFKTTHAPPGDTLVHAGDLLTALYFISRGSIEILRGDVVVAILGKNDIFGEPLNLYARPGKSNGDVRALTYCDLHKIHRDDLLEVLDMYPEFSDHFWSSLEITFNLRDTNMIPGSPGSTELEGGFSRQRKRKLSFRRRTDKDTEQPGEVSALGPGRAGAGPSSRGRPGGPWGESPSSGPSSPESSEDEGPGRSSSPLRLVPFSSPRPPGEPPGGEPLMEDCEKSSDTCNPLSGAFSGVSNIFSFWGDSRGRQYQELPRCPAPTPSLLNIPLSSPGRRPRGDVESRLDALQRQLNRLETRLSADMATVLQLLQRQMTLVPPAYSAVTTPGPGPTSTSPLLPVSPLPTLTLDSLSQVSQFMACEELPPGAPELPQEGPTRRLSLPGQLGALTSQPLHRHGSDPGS
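U2OS cells were transduced with wild-type KCNH2 virus (2.03 x 10^8 / mL) for 4 h at room temperature, then cultured overnight at 37 C. Thallium flux was read with FluxOr dye. Rate constants were normalized to DMSO controls.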
TCR act – activates T cell receptor signaling. primary human leukocytes, anti-CD3, IL-2 HTRF, 48 h. Potency, µM (doses to about 9.22 µM), without a hit: at the highest dose activation of IL-2 secretion, actives largely listed as activators. 330,000 tested, under 10 active; active = well fitted activation curve with a large enough effect; note: % of control where 0% means no effect
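IL-2 produced over 48 hr by a-CD3 bead-stimulated primary human leukocytes exposed to compounds was detected with a homogeneous time-resolved FRET immunoassay, 665nm acceptor signal after 320nm excitation.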
Starred values were filed as active, the others as inactive.

SMILES | KCNH2 3.1 inh | hERG WT inh | TCR act
CCC(=O)C1CCCN(C(=O)c2cccc(OC3CCN(S(C)(=O)=O)CC3)c2)C1 (stereo not given) | -19.8 | -17.1 | 4.6%
CCC(C)C(N)C1=NC(C(=O)N[C@@H](CC(C)C)C(=O)N[C@H](CCC(=O)[O-])C(=O)N[C@H](C(=O)N[C@H]2CCCCNC(=O)[C@H](CC(N)=O)NC(=O)[C@@H](CC(=O)[O-])NC(=O)[C@H](Cc3cnc[nH]3)NC(=O)[C@@H](Cc3ccccc3)NC(=O)[C@H]([C@@H](C)CC)NC(=O)[C@@H](CCCN)NC2=O)[C@@H](C)CC)CS1.[Zn+2] (stereo not given in full) | 8.7 | -5.2 | 7.0%
Cc1noc(C)c1COc1ccccc1C(=O)N1CCN(S(=O)(=O)c2ccc(F)c(F)c2)CC1 | -8.9 | -2.9 | -5.4%
O=C(NCc1nc2ccccc2[nH]1)C1=C[C@H](C2CCCCC2)C[C@H](OCCCCO)O1 | 2.7 | 14.1 | -0.3%
c1csc(CNc2ncnc3sccc23)c1 | 3.6 | 1.7 | 0.5%
COC(=O)[C@@H](NCc1ccc(OC)c(B(O)O)c1)C(C)C | -10.0 | 6.5 | 0.0%
CC1(C)Cc2c(cnn2-c2ccccc2)C(=O)/C1=N\NC(=O)c1ccncc1 | -29.5 | 4.3 | 3.1%
COC(C[C@H](O)CC(=O)[C@@H](C)OCc1ccccc1)OC | 3.1 | 11.7 | -8.8%
O=C(COc1ccccc1)NCC(=O)N1CCCC(C(F)(F)F)C1 (stereo not given) | 1.0 | -1.4 | 1.7%
CCOc1ccccc1OCCCC(=O)Nc1ccc(S(=O)(=O)Nc2cc(C)nc(C)n2)cc1 | -5.5 | -3.4 | -33.3%
O=C(O)C[C@H]1c2cc(F)ccc2S(=O)(=O)N1C1CCCCC1 | 0.8 | 26.3 | -10.2%
O=C(CSc1nc2ccccc2c(=O)n1-c1ccccc1)c1cccc([N+](=O)[O-])c1 | -6.6 | -9.8 | 3.5%
C=CC(=O)Nc1cccc(Oc2ccnc(Nc3ccc(N4CCN(C)CC4)cc3)n2)c1 | -36.4 | -17.4 | 2.8%
C#Cc1ccc([C@H]2C=C(C(=O)NCc3nc4ccccc4[nH]3)O[C@@H](OCC)[C@@H]2CCCO)cc1 | 9.6 | -1.4 | 0.8%
CN(c1ccccc1)S(=O)(=O)c1cc(C(=O)Nc2ccccc2N2CCOCC2)ccc1Cl | -0.4 | 0.2 | 1.6%
COc1ccc(CNS(=O)(=O)CCNCc2ccccc2OC)cc1 | 1.1 | 6.0 | -0.9%
O[C@@H]([C@H](O)[C@H](O)CBr)[C@H](O)CBr | 12.7 | 4.0 | -2.4%
CC(C)C[C@@H](CNCC(=O)[C@H](C)NC(=O)c1[nH]cnc1C(=O)N[C@@H](C)CN)NC(=O)c1nc[nH]c1C(=O)N[C@@H](CC(=O)O)C(=O)O | -3.7 | -3.5 | -0.7%
OCC1OC2C(NC(=S)N2c2ccccc2)C(O)C1O (stereo not given) | -7.5 | -8.0 | -3.1%
O=C(NCCc1nnc2ccc(N3CCCCCC3)nn12)c1ccccc1F | -9.9 | -5.9 | 4.1%
CCn1c(SCC(=O)Nc2ccc(NC(=O)c3ccco3)cc2)nnc1-c1cccs1 | 7.6 | -5.8 | -4.9%
COc1ccc(C(CNC(=O)c2cc(S(=O)(=O)Nc3cccc(C)c3)ccc2C)N2CCCC2)cc1 (stereo not given) | -40.9 | 2.5 | -2.0%
CN1OC[C@@H]2CN(S(=O)(=O)c3ccccc3)[C@H](c3cccc(Br)c3)C[C@@H]21 | -9.7 | -11.0 | -0.6%
Brc1cnc(OCc2ccccc2)nc1OCc1ccccc1 | -4.4 | 0.1 | 1.6%
CCC1S/C(=N/S(=O)(=O)c2ccc(N)cc2)NC1=O (stereo not given) | 5.5 | 20.6 | 0.0%
CCNC(=O)c1c(NC(=O)c2cc(-c3cc(C)cc(C)c3O)n[nH]2)sc2c1CCCC2 | 0.0 | -1.5 | 5.3%
Cn1c(=N)n(CC(=O)c2ccc(Br)cc2)c2ccccc21 | -8.9 | -2.2 | -6.7%
CCCCCC1CC(=O)NC1(C(=O)OCC)C(=O)OCC (stereo not given) | 5.3 | -0.9 | 0.7%
O=C(Cc1cccc(NC(=O)C2CCCN(C(=O)C3CC3)C2)c1)Nc1cccc(C(=O)N2CCCCC2)c1 (stereo not given) | 2.5 | 0.1 | 9.0%
O=C1c2ccccc2C(=O)N1CCc1ccccc1 | 11.3 | 4.8 | 11.4%

A different layout for 3 compounds above.
| Structure | KCNH2 3.1 inh | hERG WT inh | TCR act |
| --- | --- | --- | --- |
| CCCCCC1CC(=O)NC1(C(=O)OCC)C(=O)OCC (stereo not given) | 5.3 | -0.9 | 0.7% |
| O=C(Cc1cccc(NC(=O)C2CCCN(C(=O)C3CC3)C2)c1)Nc1cccc(C(=O)N2CCCCC2)c1 (stereo not given) | 2.5 | 0.1 | 9.0% |
| O=C1c2ccccc2C(=O)N1CCc1ccccc1 | 11.3 | 4.8 | 11.4% |

(list continues)
SMILES | KCNH2 3.1 inh | hERG WT inh | TCR act
CCN(CC)C1Oc2cc3c(cc2C(c2cc(OC)c(OC)c(OC)c2)C1C)OCO3 (stereo not given) | 0.3 | -12.4 | 0.8%
CCNc1ncnc2c1cnn2C1CCCCO1 (stereo not given) | -49.5 | -4.2 | -0.2%
O=c1c2ccccc2c(=O)n(-c2ccccc2)n1CCCCBr | 5.1 | -3.2 | -4.6%
Cc1cccc(OCC(=O)Nc2ccncc2)c1 | -8.9 | -18.0 | 2.4%
CCCNC(=O)C1(CC2CC(c3ccccc3)=NO2)CCN(C(=O)C2(C)CC2)CC1 (stereo not given) | 7.6 | -0.5 | -1.2%
NC(=S)NN=C1c2ccccc2-c2cc(Br)ccc21 | -4.0 | 4.1 | -7.8%
O=C(CC(NCCN1CCOCC1)C(=O)O)Nc1cccc(Cl)c1 (stereo not given) | 0.6 | 14.6 | -20.6%
CCOc1ncccc1C(=O)OCC(=O)Nc1cc(S(=O)(=O)N2CCCCC2)ccc1Cl | 13.2 | 4.7 | -0.3%
CC1=C(c2ccccc2)C(O)(c2ccccc2)C(C)C1=O (stereo not given) | -2.6 | 1.1 | 0.0%
NCCCC[C@H]1CN=C(N)N1CCc1cccc2ccccc12 | -2.8 | -7.7 | -2.8%
COc1cc(CN2CCN(c3cc(C)ccc3C)CC2)cc([N+](=O)[O-])c1O | 3.9 | -4.6 | 1.2%
Fc1ccc(-c2nnc(-n3nnc4ccccc43)c3ccccc23)cc1 | -10.3 | 5.7 | -2.3%
O=C(C=Cc1ccccn1)c1ccccc1 | 2.9 | 2.1 | 1.4%
O=S(=O)(O)c1ccc(O)c2cc(Nc3ccccc3)ccc12 | 8.2 | 4.7 | 4.5%
COc1cc([N+](=O)[O-])c2nc(C(=O)O)ccc2c1 | 6.0 | 2.5 | 0.5%
CCCCC(=O)Nc1ccc(C2C(=O)c3ccccc3C2=O)cc1 | 0.3 | 0.0 | -3.7%
CC(C)CC1(C2CCCC2)NC(=O)NC1=O (stereo not given) | -10.0 | -3.2 | 0.2%
CCC(C)n1c(SCC(=O)N(CC)c2c(N)n(Cc3ccccc3)c(=O)[nH]c2=O)nc2ccccc2c1=O (stereo not given) | 5.4 | 0.6 | -0.2%
Cc1cn(CC(=O)NCCc2ccccn2)c(=O)[nH]c1=O | 7.4 | -14.7 | -2.3%
Cc1ccccc1Oc1ccc2c(c1)[C@@H]1C[C@H](N(C)C(=O)c3ccc(C#N)cc3)[C@H]([C@H](C)O)C(=O)N1CC2 | -11.8 | 0.5 | -2.6%
CCOC(=O)C1Nc2ccc(C(F)(F)F)cc2C2C=CCC12 (stereo not given) | -6.7 | 1.3 | 0.8%
Cc1ccc(C(=O)NC(=S)NCc2ccccc2)cc1Br | 13.4 | -0.5 | -0.1%
NC(=S)NN=C1CCCCCCCC1 | 2.7 | 15.3 | -2.5%
NN=C(c1ccccc1)c1ccccc1 | -8.7 | 0.4 | 1.6%
COc1ccc(C(=O)Nc2c(O)ccc3ccccc23)cc1 | -1.7 | 1.8 | 3.5%
CCOC(=O)Cn1c(C(F)(F)F)nc2nc(Cl)c(Cl)nc21 | -0.1 | -49.3 | -5.2%
COc1ccc(C2=CC(=O)CC(c3ccc(F)cc3)C2)cn1 (stereo not given) | -5.9 | 3.2 | -4.7%
CCOC(=O)NC1=NCC(C)(C)S1 | -8.7 | -0.5 | 3.8%
CC12CCC3C(=CCc4cc(O)ccc43)C1CC(=NO)C2O (stereo not given) | -0.3 | -24.9 | -5.3%
Cc1ccccc1NC(=O)COC(=O)c1ccc2c(c1)C(=O)N(CCCN1CCOCC1)C2=O | 12.6 | 5.2 | 1.5%
COc1cccc(CC(=NO)c2cccc(OC)c2)c1 | 0.6 | -2.9 | -1.6%
CCCNC(=O)Cn1c(=O)/c(=C/c2ccc(-c3cccc([N+](=O)[O-])c3)o2)s/c1=C\C(=O)C(C)(C)C | -17.2 | 2.8 | 2.7%
COc1cccc(NC(=O)CN(C)CC(=O)Nc2ccc(C)c(S(=O)(=O)N3CCOCC3)c2)c1 | -19.5 | 2.9 | 7.5%
O=C(OCCC12CC3CC(CC(C3)C1)C2)c1ccc(NCc2cc(O)ccc2O)cc1 | 6.8 | -1.2 | -5.0%
CC(NC1=CC(=O)c2cccnc2C1=O)C(O)c1ccccc1 (stereo not given) | -28.9 | 1.4 | 0.6%
Cc1nccn1-c1c2c(c(C#N)c3nc4ccccc4n13)CCCC2 | 4.3 | -0.2 | -0.9%
CC(=O)OCC(=O)C1(O)CCC2C3CCC4=CC(=O)C=CC4(C)C3C(=O)CC21C (stereo not given) | -1.2 | 0.4 | -0.6%
Cc1noc(NS(=O)(=O)c2ccc(NC(=O)C(F)(F)C(F)(F)C(F)(F)F)cc2)c1C | -7.4 | 5.2 | -5.6%
CCN1C[C@@H]2[C@@H]3C(=O)N(Cc4ccccc4)C(=O)[C@@H]3[C@](CC)(C1=O)N2C(=O)c1ccccc1 | 7.3 | 3.0 | -3.7%
COc1cccc(NC(=O)CN(C)C(=O)C2CC(=O)N(CCc3ccc(OC)c(OC)c3)C2)c1 (stereo not given) | 13.0 | 0.8 | 1.8%

By substructure, those above containing a CF3 group (4)
SMILES | KCNH2 3.1 inh | hERG WT inh | TCR act
O=C(COc1ccccc1)NCC(=O)N1CCCC(C(F)(F)F)C1 (stereo not given) | 1.0 | -1.4 | 1.7%
CCOC(=O)C1Nc2ccc(C(F)(F)F)cc2C2C=CCC12 (stereo not given) | -6.7 | 1.3 | 0.8%
CCOC(=O)Cn1c(C(F)(F)F)nc2nc(Cl)c(Cl)nc21 | -0.1 | -49.3 | -5.2%
Cc1noc(NS(=O)(=O)c2ccc(NC(=O)C(F)(F)C(F)(F)C(F)(F)F)cc2)c1C | -7.4 | 5.2 | -5.6%

Next part
SMILES | KCNH2 3.1 inh | hERG WT inh | TCR act
COc1ccccc1CC(=O)c1ccccc1OC | 6.8 | -2.3 | -4.9%
O=C(C=Cc1ccccc1Cl)c1ccccc1 | -4.0 | -5.7 | 0.0%
Cc1cccc(C2NC(=O)c3ccccc3N2)c1 (stereo not given) | 5.4 | -2.6 | -5.3%
CCOC(=O)c1[nH]c(C)c(/C(O)=C2\C(=O)C(=O)N(CCCN(CC)CC)C2c2cccnc2)c1C (stereo not given) | -13.8 | -5.3 | -2.4%
CC(C#N)(CCc1ccccn1)CCc1ccccn1 | 21.1 | 1.1 | -0.5%
CCN(c1ccccc1)S(=O)(=O)c1cccc(C(=O)NCC(c2ccco2)N2CCCCC2)c1 (stereo not given) | -5.8 | 2.8 | -0.2%
O=C(O)c1ccccc1C(=O)c1cccc2c(Br)cccc12 | 5.5 | 0.8 | -20.9%
CC(C)(C)NCC(=Cc1ccccc1)C(=O)c1ccccc1 | 0.1 | -12.7 | -3.5%
CC=Cc1cc2c(c(=O)o1)C(=O)C(O)C(C)O2 (stereo not given) | -11.4 | 3.2 | -2.1%
COC(=O)C(C(=O)OC)C1C=CCN(C(C)=O)C1 (stereo not given) | 5.3 | -5.7 | -1.4%
CC(C)=CCc1c([C@@H]2CCc3ccc(O)cc3O2)cc2c(c1O)OC(C)(C)C=C2 | -2.0 | 3.7 | -1.4%
Clc1ccc(C=Cc2ccccn2)c(Cl)c1 | 2.4 | 3.1 | -2.6%
COc1ccc(C2(OC)Oc3cc(OC)ccc3C(=O)C2(O)OC)cc1 (stereo not given) | -9.9 | -10.6 | -15.4%
COc1ccc(OCCCCc2c(C)n[nH]c2C)cc1 | -6.0 | -12.0 | -1.8%
Cc1ccc(OC(=O)CCC(=O)Nc2ccc(C)c(C)c2)cc1 | 0.4 | -8.3 | -2.0%
Cc1ccc(NC(=O)N(O)C2CCCCC2C#N)cc1 (stereo not given) | -8.0 | 6.4 | 2.9%
Cc1onc(-c2ccccc2)c1C(=O)NC(C)c1ccccc1 (stereo not given) | -5.4 | 37.6 | 4.0%

Looked up by structure from the list above:
SMILES | KCNH2 3.1 inh | hERG WT inh | TCR act
Clc1ccc(C=Cc2ccccn2)c(Cl)c1 | 2.4 | 3.1 | -2.6%
Cc1onc(-c2ccccc2)c1C(=O)NC(C)c1ccccc1 (stereo not given) | -5.4 | 37.6 | 4.0%

A portion of the library (hit frequency here may not be typical).
